Bioassay records as filed in PubChem.
CXXC DNA block: qHTS Fluorescence Polarization Assay for Inhibitors of MLL CXXC domain - DNA interaction. Histone-lysine N-methyltransferase 2A (Homo sapiens), Q03164. MLL-CXXC / FITC-HOXA9 DNA fluorescence polarization. Potency, µM (series often up to 115 µM), for inactives: at the top dose activity change, negative = inhibition, hits mostly inhibitors. 290,000 compounds, 0.037% hits; active means well fitted inhibition curve with a large enough effect in the polarisation, with a control signal flat, not every such curve was filed as active; inconclusive means small, poorly fitted or top-dose-only effect, or effect the other way, or a change in a side signal; inactive means no such curve, though single readings can be large or run the other way; the % refers to the polarisation; further: potency means the concentration at half of the fitted maximal effect
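Steps: dispense CXXC domain solution (7 uM) → pin compounds or unlabeled HOX-A9 DNA control → 5 min ambient → add FLSN-HOX-A9 solution (50 nM) → spin → 30 min ambient → fluorescence polarization. Tris pH 7.5/NaCl/DTT/BSA buffer.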
Menin-MLL TR inh: qHTS Assay for Inhibitors Targeting the Menin-MLL Interaction in MLL Related Leukemias: Competition With Texas Red Labeled MLL-derived Mutant Peptide; Menin + Texas Red MLL mutant peptide, fluorescence polarization; 270,000 compounds, 0.23% hits; O00255; Potency, µM (highest dose often 61.6 µM), without a hit: at the highest dose FP activity change, negative = inhibition, most hits filed as inhibitors; active means well fitted inhibition curve with a large enough effect in the polarisation, with a control signal flat, not every such curve was filed as active; inconclusive means small, poorly fitted or top-dose-only effect, or effect the other way, or a change in a side signal; inactive means no such curve, though single readings can be large or run the other way; the % refers to the polarisation; further: potency means the concentration at half of the fitted maximal effect; % of control where 0% means no effect; many of its hits are not listed in these tables
KCNH2 3.1 block: qHTS for Inhibitors of KCHN2 3.1: Mutant qHTS. Potassium voltage-gated channel subfamily H member 2, brain isoform KCNH2 3.1 (human). U2OS KCNH2 3.1, thallium flux FluxOr; active compounds read low. activity change, % (tested at about 1.8 µM). 340,000 compounds, 0.95% hits;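 active means maximum activity change below -70%; inconclusive means maximum activity change from -70% to -50%; inactive means maximum activity change above -50%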;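 further: thallium influx rate constant from kinetic fluorescence after stimulation buffer; on the % scale 0 is the no-effect control and ±100 the full control effect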
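Measured as rate of thallium-driven FluxOr signal in transduced U2OS cells carrying the 3.1 channel, read kinetically for 2 min upon stimulation; values are rate constants scaled to DMSO control wells.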
Coupling enz: qHTS Assay for Inhibitors of Fructose-1,6-bisphosphate Aldolase from Giardia Lamblia: Coupling assay counterscreen. 290,000 compounds, 0.67% hits. activity change, negative = inhibition, % at 58.2 µM, hits read low. AID 2472, 2010. coupling enzyme system counterscreen, AmpLite Red fluorescence; in the data active means activity change below about -30%; further: on the % scale 0 is the no-effect control and ±100 the full control effect
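Compounds tested against the coupling enzymes alone at 57.5 uM final; readout was AmpLite Red fluorescence (525/598 nm) after 20 min at RT.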
USP2a inh: qHTS Assay for Inhibitors of Ubiquitin-specific Protease USP2a Using CHOP2 as the Reporter. Ubiquitin carboxyl-terminal hydrolase 2 (Homo sapiens), O75604. 330,000 compounds, 0.01% hits. USP2 core, Ub-CHOP2 coupled fluorogenic reporter, 485/531. Potency, µM (series often up to 38.3 µM), for inactives: top-dose activity change, negative = inhibition, actives largely listed as inhibitors;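 further: potency means the concentration at half of the fitted maximal effect; plate controls were DMSO wells for no effect and full inhibition by NEM control for full effect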
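Cell-free coupled assay: 10nM USP2 core preincubated 30min RT with compound in Tris-HCl pH 8.0/CaCl2/CHAPS buffer, then 25nM Ub-CHOP2 and 25nM reporter substrate; fluorescence (Ex 485/Em 531) read after 60min RT, normalized to NEM inhibition, concentration-response curves fitted.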
PKM2 activator: qHTS Assay for Activators of Human Muscle isoform 2 Pyruvate Kinase; purified PKM2, Kinase-Glo ATP luminescence, activation; response scale: 0% is enzyme alone, no compound; Potency, µM (titrated, usually from 57.5 µM), without a hit: at the top dose activation, hits mostly activators; 260,000 compounds, 0.34% hits; AID 1631, 2009; further: potency means the concentration at half of the fitted maximal effect; on the % scale 0 is the no-effect control and ±100 the full control effect; nearly all actives have a fitted effect of over 55% in size
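Purified hPK-M2 (>95% pure) converted ADP (0.1 mM final) to ATP with 0.5 mM PEP in 50 mM imidazole pH7.2, KCl, MgCl2, Tween 20, BSA; 1 h at room temperature. ATP detected by Kinase-Glo luminescence.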
B2AR arrestin: qHTS assay of beta-arrestin-biased ligands of beta2-adrenergic receptor; 330,000 compounds, 0.02% hits; beta-arrestin recruitment to beta2AR, cell-based reporter; Potency, µM (series often up to 46.1 µM), inactives show top-dose activation, most hits filed as activators; Beta-2 adrenergic receptor (Homo sapiens), P07550; AID 492947, 2010;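 further: potency means the concentration at half of the fitted maximal effect; 0% = DMSO controls and full agonism = EC100 isoproterenol or metaproterenol; nearly all actives have a fitted effect of over 65% in size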
hERG WT inh: qHTS for Inhibitors of KCHN2 3.1: Wildtype qHTS; U2OS, BacMam KCNH2, thallium flux FluxOr; active compounds read low; activity change, % at 1.84 µM; 340,000 compounds, 0.37% hits; AID 720551, 2013;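 active means maximum activity change below -70%; inconclusive means maximum activity change between -70% and -50%; inactive means maximum activity change above -50%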; further: on the % scale 0 is the no-effect control and ±100 the full control effect
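U2OS cells were transduced with wild-type KCNH2 virus (2.03 x 10^8 / mL) for 4 h at room temperature, then cultured overnight at 37 C. Thallium flux was read with FluxOr dye. Rate constants were normalized to DMSO controls.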
TRPV1 ag: HTS Assay for Compounds that Act as Agonists of the Vanilloid Receptor 1; Transient receptor potential cation channel subfamily V member 1 (Homo sapiens), Q8NER1; TRPV1-expressing cells, Fluo-8 calcium influx, agonist mode; activation, % at 8.33 µM; 320,000 compounds, 0.19% hits; in the data active means activation above about 80%; inconclusive means between about 30% and that limit; further: 0% is about no effect
Target sequence (Q8NER1 whole entry, looked up): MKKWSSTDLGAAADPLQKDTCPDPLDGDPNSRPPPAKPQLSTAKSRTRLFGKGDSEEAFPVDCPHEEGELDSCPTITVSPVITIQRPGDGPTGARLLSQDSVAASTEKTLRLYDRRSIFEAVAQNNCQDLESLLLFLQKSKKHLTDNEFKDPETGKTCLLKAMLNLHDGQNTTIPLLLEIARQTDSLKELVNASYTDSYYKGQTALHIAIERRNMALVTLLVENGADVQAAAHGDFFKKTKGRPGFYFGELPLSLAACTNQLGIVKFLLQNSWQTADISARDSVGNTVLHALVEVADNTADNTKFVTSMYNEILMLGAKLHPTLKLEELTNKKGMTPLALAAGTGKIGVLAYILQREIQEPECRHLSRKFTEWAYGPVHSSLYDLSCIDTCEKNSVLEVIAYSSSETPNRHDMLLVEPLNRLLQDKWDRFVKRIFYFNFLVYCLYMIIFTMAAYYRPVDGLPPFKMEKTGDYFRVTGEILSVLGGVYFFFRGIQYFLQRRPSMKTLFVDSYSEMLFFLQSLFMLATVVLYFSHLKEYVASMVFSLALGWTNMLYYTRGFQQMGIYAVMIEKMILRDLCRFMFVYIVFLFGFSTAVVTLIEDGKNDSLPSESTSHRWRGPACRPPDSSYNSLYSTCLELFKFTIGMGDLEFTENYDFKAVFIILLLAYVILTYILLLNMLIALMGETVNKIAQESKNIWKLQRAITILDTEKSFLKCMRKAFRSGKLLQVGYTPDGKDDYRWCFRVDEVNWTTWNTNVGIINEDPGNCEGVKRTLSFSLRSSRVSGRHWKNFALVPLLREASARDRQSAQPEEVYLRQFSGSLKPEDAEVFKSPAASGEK
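TRPV1-expressing cells were cultured overnight at 35.5C and loaded with Fluo-8 calcium dye for 40 to 90 min at room temperature. After a 10 s baseline, compound was added and calcium influx was read kinetically for 3 min (ex 480/em 520 nm).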
GALK inhibitor: qHTS Assay for Inhibitors of Human Galactokinase (GALK) | AID 1868, 2009 | Potency, µM (series often up to 57.5 µM), inactives show at the top dose activity change, negative = inhibition, most hits filed as inhibitors | 270,000 compounds, 0.007% hits | P51570 | Purified GALK, Kinase-Glo residual ATP luminescence; further: potency means the concentration at half of the fitted maximal effect; on the % scale 0 is the no-effect control and ±100 the full control effect
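Compounds were pin-transferred into ATP buffer (35 uM final), then GALK plus galactose (5 nM, 100 uM final) was added. After 1 h at room temperature, Kinase-Glo Plus was added and luminescence read after 10 min.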
Giardia killer: Small Molecules that selectively kill Giardia lamblia: qHTS; 340,000 compounds, 0.15% hits; AID 540267, 2011; Giardia lamblia trophozoite viability; activity change, % at 7.66 µM, hits read low; in the data active means activity change below about -80%; inconclusive means between about -30% and that limit;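 further: parasites exposed to compound for two days anaerobically before the ATP read; on the % scale 0 is the no-effect control and ±100 the full control effect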
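Compounds were tested on trophozoites seeded at 100 cells/well and held 48 hrs at 37 deg C anaerobically. An ATP-based luminescent kit measured the remaining live cells.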
An asterisk follows results filed as active; i = inactive; ? = inconclusive; · = no result given; [ ] = dose if it differs, or a comment. Unless noted, the call rests on the fitted dose curve; in most records, active means well fitted curve in the direction sought with a large enough effect; inconclusive means small, poorly fitted or top-dose-only effect, or another doubt; inactive means no such curve, though single readings can be large; an effect the other way counts as inactive or inconclusive. Some of the compounds tested, so the mix of outcomes need not match the whole.

SMILES	CXXC DNA block	Menin-MLL TR inh	KCNH2 3.1 block	Coupling enz	USP2a inh	PKM2 activator	B2AR arrestin	hERG WT inh	TRPV1 ag	GALK inhibitor	Giardia killer
CCn1cc(C(=O)NCc2ccc3c(c2)OCO3)c(=O)c2cc(S(=O)(=O)N3CCOCC3)ccc21	13%	32%[activator]	-2	-3	-1%	-1%	0.2%	0	5	0%	6
COC(=O)Cn1cc(C(=O)OC)cc(Br)c1=O	-2%	4%	2	2	5%	7%	0.5%	5	3	4%	-10
CC(C)(C)NCC(O)(c1ccc(Cl)cc1)c1ccc(Cl)cc1	7%	-24%	2	2	0%	-2%	0.0%	-9	5	10%	2
CCc1c(C)sc(NC(=S)N2CCN(S(C)(=O)=O)CC2)c1C(=O)OC	3%	·	1	-10	3%	1%	0.1%	-5	18	-7%	-10
CC(C)c1ccc(C(C(=O)NC2CCCCC2)N(C(=O)c2ccccn2)c2cccnc2)cc1 (stereo unspecified)	-1%	-22%	-4	-5	0%	-13%	-0.5%	-7	-5	6%	-1
CN1CCCC(OC(=O)c2cccc(Br)c2)C1 (stereo unspecified)	1%	3%	4	0	2%	-1%	-0.5%	38	-2	·	-11
O=C(/C=C/c1cccnc1)c1cc(F)ccc1O	1%	·	2	9	1%	11%	0.7%	8	·	2%	-6
CCc1cc2c(=O)c(-c3nc(C)cs3)c(CCCC(=O)O)oc2cc1O	13%	4%	-3	9	-12%	-2%	-0.8%	-13	2	5%	0
COc1cccc(CNC(=O)c2nnn(CC(=O)Nc3cccc(C)c3)c2N)c1	-1%	-2%	-8	0	4%	-8%[0.46 µM]	-0.1%	-10	7	0%	26
N/C(=N\OC(=O)CCCOc1ccccc1)c1ccncc1	18%	5%	2	0	0%	-9%	0.1%	i	16	-1%	-10
COc1ccc(S(=O)(=O)NC2(C(F)(F)F)NC(=O)N(CCc3ccc(OC)c(OC)c3)C2=O)cc1 (stereo unspecified)	4%	·	8	3	1%	·	0.0%	-9	1	0%	4
CC1=NN(C(=O)CSCc2ccccc2)C(O)(c2ccc(F)cc2)C1 (stereo unspecified)	-15%	-16%	7	1	0%	0%	-0.1%	0	-1	-3%	-25
Fc1ccc(F)c(NC(=S)NCCc2ccccc2)c1	-7%	41%[activator]	0	1	0%	1%	0.1%	-7	?	10%	-19
O=C(/C=C/c1ccc(Cl)c(C(F)(F)F)c1)N1CCN(c2ccccn2)CC1	-10%	2%	-9	3	-2%	2%	0.0%	4	-1	-2%	-3
COC(=O)c1ccccc1NC(=O)Nc1c(C)n(C)n(-c2ccccc2)c1=O	8%	·	-9	·	1%	0%	0.0%	9	4	-1%	25
COc1ccc(N(C(=O)c2ccncc2)S(=O)(=O)c2cccc([N+](=O)[O-])c2)cc1	5%	·	7	·	0%	-2%	-0.2%	4	2	5%	-2
O=C(CN1CCN(Cc2ccccc2)CC1)Nc1ccc(Cl)cc1	1%	-10%	23	2	6%	·	-0.4%	4	30	0%	45[activator]
Nc1nc(CN2CCN(Cc3ccc4c(c3)OCO4)CC2)nc(Nc2ccccc2)n1	1%	?	-76*	8	0%	8%	0.0%	-24	-3	2%	-9
N#CN=C1CCCCCN1CC(N)=O	8%	-20%	13	7	0%	4%	0.1%	5	3	7%	-3
Cc1cc(NC(=O)CCCSc2nc(-c3ccco3)cc(C(F)(F)F)n2)n(-c2ccccc2)n1	4%	-4%	-10	-2	-2%	0%	4.4%	5	0	-2%	10
CCOC(=O)C1=C(C)Nc2ccc(C)cc2S1	?	?	49	-2	0%	23%	0.0%	-14	-3	-1%	5
O=C(COc1ccc2ccccc2c1)N1CCN(C(=O)c2cccnc2)CC1	2%	10%	1	1	3%	-18%	-0.4%	0	-1	2%	-7
O=C(NC(=S)NCCCN1CCOCC1)c1ccc(Br)cc1	6%	1%	-3	2	0%	4%	0.2%	1	9	2%	0
COc1ccccc1NS(=O)(=O)c1ccc(C(=O)N2CCCCCCC2)cc1	·	·	13	·	2%	·	0.1%	-2	9	·	8
C=CCn1c(SCC(=O)N2CCN(C(=O)c3ccco3)CC2)nc2sc(CC)cc2c1=O	-3%	-7%	?	7	0%	9%	0.1%	-109*	0	3%	-5
COc1ccc(OC)c(S(=O)(=O)Nc2cccc(-c3ccc(N4CCCCCC4)nn3)c2)c1	5%	·	8	·	4%	·	0.7%	19	1	0%	17
Cc1cccc(OCC(=O)NNC(=O)CCc2ccccc2)c1	2%	?	4	-1	0%	-12%	-0.1%	1	5	6%	13
Cc1ccc(C(=O)O/N=C(\N)c2ccccn2)cc1	18%	0%	-34	0	2%	-88%	-0.4%	1	?	?	-26
Cc1c(C(=O)NC2CCN(Cc3ccccc3)C2)oc2c(Cl)cccc12 (stereo unspecified)	26%	-2%	?	-2	0%	-7%	0.5%	-23	-1	-2%	10
Cc1c(NC(=O)c2cc(-c3ccc(O)cc3)on2)c(=O)n(-c2ccccc2)n1C	3%	·	13	3	1%	-4%	-0.3%	-22	2	4%	-28
O=S(=O)(NCCC1=CCCCC1)c1cccc(S(=O)(=O)N2CCOCC2)c1	5%	5%	15	-1	3%	6%	-0.8%	1	21	2%	2
COc1ccc(CNC(=O)C2CSCCS2)cc1 (stereo unspecified)	2%	4%	19	0	4%	-4%	0.3%	0	5	-1%	7
Cc1oc2c(c1C(=O)c1ccccc1)C(=O)C(=O)c1ccccc1-2	?	?	-14	-78*	4%	2%	0.2%	-14	0	-9%	-1
O=C(Nc1ccccc1-c1nnc(SCc2ccccc2Cl)o1)c1ccccc1	-12%	7%	10	0	2%	2%	-0.9%	10	1	-2%	1
CS(=O)(=O)N1CCN(c2ccc(NC(=O)C(c3ccccc3)c3ccccc3)cc2)CC1	5%	?	-5	0	4%	2%	-0.2%	-17	0	1%	-10
CC(C)CNC(=O)c1cc(-c2ccco2)on1	2%	10%	14	1	-1%	3%	-0.4%	-24	-1	-4%	-18
O=C1C(=O)c2ccccc2C([O-])=C1[n+]1ccccc1	-4%	·	2	-11	0%	1%	-0.3%	-7	-3	-1%	-11
Cc1ccc(C(=O)N[C@@H](C)CN2C3=NC[C@H](C)N3C[C@H]2Cc2ccc(O)cc2)cc1Br	7%	·	·	1	-11%	-3%	0.4%	·	-6	-2%	·
Cc1cc(C)cc(NS(=O)(=O)c2ccc3[nH]c(=O)[nH]c3c2)c1	4%	20%	2	0	-1%	?	-0.5%	6	-2	-3%	9
CN(Cc1cccnc1)C(=O)c1ccc(Cl)c(NS(=O)(=O)c2ccc(F)cc2)c1	·	·	0	·	1%	·	-0.5%	-6	1	·	5
COc1ccccc1/C=N\NC(=O)c1c(C)nc2ccc(Cl)cn12	-7%	-14%	0	-18	0%	-24%	-0.4%	1	2	5%	0
Cc1ccc(-n2c(=O)c3sccc3n(CC(=O)NC3CCCCC3)c2=O)cc1	5%	9%	17	2	1%	2%	0.0%	-1	-1	0%	2
Cc1oc(C(C)(C)C)cc1-c1cc(NC(=O)c2ccc([N+](=O)[O-])cc2)n[nH]1	17%	·	-21	0	0%	-6%	0.3%	-6	1	0%	5
Cc1cc(Cl)ccc1OCC(=O)NCCOC(=O)Nc1sc(=S)n(C)c1C	10%	20%	10	-1	0%	0%	-0.5%	0	-1	1%	16
CC1=C(C(=O)OC(C)C)C(c2cccnc2)C2=C(CCCC2=O)N1 (stereo unspecified)	-6%	-3%	-2	5	2%	2%	7.3%	-4	-6	1%	-4
Cc1cc(S(=O)(=O)Nc2c(C)ccc3nsnc23)ccc1F	-7%	·	-6	1	-7%	6%	-0.3%	13	6	-2%	14
